Bioassay records deposited in PubChem by National Center for Advancing Translational Sciences (NCATS).
G9a block = blocks human histone lysine methyltransferase G9a. Q96KQ7. G9a H3K9 monomethylation, AlphaScreen, 2 h. Potency, µM (series often up to 102 µM), inactives show at the top dose activity, negative = inhibition, most hits filed as inhibitors. actives 8.8% (n = 350,000). AID 504332; also: % is scaled to controls: 0 for no effect and ±100 for the full control effect; nearly all actives have a fitted effect of over 75% in size
Target sequence (Q96KQ7 913-1193 limits assumed): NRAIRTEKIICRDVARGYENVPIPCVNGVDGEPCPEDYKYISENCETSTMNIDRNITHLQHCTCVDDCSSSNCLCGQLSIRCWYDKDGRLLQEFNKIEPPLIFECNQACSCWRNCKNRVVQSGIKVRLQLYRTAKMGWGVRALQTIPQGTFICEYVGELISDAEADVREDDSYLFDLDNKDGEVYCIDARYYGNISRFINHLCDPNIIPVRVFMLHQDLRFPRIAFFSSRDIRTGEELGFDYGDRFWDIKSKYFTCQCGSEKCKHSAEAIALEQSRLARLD
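G9a (20 nM) was preincubated 15 min with compound, then reacted 2 h at room temperature with 500 nM biotin-H3K9 peptide and 20 µM SAM. Monomethyl-H3K9 detected by AlphaScreen using anti-H3K9me1 antibody.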
BAZ2B inh = inhibitors of human BAZ2B bromodomain; AlphaScreen BAZ2B-H3K14Ac peptide displacement; actives 4.4% (n = 360,000); Q9UIF8; Potency, µM (highest dose often 114 µM), for the others: at the highest dose activity change, negative = inhibition, usual class: inhibitors; also: % is scaled to controls: 0 for no effect and ±100 for the full control effect; nearly all actives have a fitted effect of over 60% in size
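BAZ2B (50 nM) with biotin-H3(5-23)K14Ac peptide (50 nM) in PBS pH 7.4, 0.01% Tween-20, preformed 30 min, then compound 30 min at room temperature; top concentration 110uM. AlphaScreen streptavidin donor/nickel chelate acceptor beads (10 ug/mL final), 20 min dark, signal read.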
GLS inhibitor = inhibitors of human glutaminase (GLS); O94925; GLS enzymatic activity, qHTS titration; Potency, µM (doses to about 45.5 µM), for the others: at the top dose activity change, negative = inhibition, most hits filed as inhibitors; actives 0.21% (n = 410,000); AID 624170; also: % is scaled to controls: 0 for no effect and ±100 for the full control effect
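hKGA in 45 mM KH2PO4 (pH 8.2), 0.02% Tween-20 with compound, then 1mM L-Glutamine (stock as added) plus glutamate oxidase/HRP/Amplex red coupling mix. Fluorescence read initially and after 30 min at RT; signal change reflects glutamate formation.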
Pol iota inh = inhibitors of human DNA polymerase iota; Pol iota fluorescent replication assay, 10 min; Potency, µM (top dose mostly 115 µM), for the others: at the top dose activity, negative = inhibition, usual class: inhibitors; actives 1% (n = 390,000); AID 588590
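Pol iota at 10 nM preincubated 15 min with compounds at room temperature; reaction started with fluorescent substrate, 50 nM final. Fluorescence read kinetically at 0 and 10 min; buffer-only wells as negative control.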
HP1b chromo inh = inhibitors of HP1-beta chromodomain binding to methylated histone tails | AlphaScreen HP1-beta / biotin-H3K9me3 peptide binding | Potency, µM (doses to about 114 µM), inactives show top-dose activity change, negative = inhibition, actives largely listed as inhibitors | actives 0.56% (n = 390,000) | AID 540317; also: nearly all actives have a fitted effect of over 70% in size; inactives centre near 23
Target sequence (P83916 whole entry, looked up): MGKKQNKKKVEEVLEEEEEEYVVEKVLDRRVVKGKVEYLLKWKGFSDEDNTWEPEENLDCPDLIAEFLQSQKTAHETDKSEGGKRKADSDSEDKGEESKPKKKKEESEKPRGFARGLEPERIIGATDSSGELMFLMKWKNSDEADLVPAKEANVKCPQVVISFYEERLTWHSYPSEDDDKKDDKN
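Compound inhibition of the preformed complex between 50 nM HP1-beta and 50 nM biotinylated H3K9me3 peptide was read by AlphaScreen. Buffer was PBS pH 7.4 with 0.01% Tween-20. Incubations ran 30 min at room temperature, with 10 ug/mL donor/acceptor beads.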
BLM helicase inh = Bloom syndrome helicase (human) inhibition | P54132 | recombinant BLM DNA unwinding, fluorescence dequenching | Potency, µM (titrated, usually from 56.1 µM), for inactives: at the top dose activity change, negative = inhibition, most hits filed as inhibitors | actives 0.2% (n = 350,000) | AID 2528;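 also: plate controls were vehicle for no effect and no enzyme for full effect; nearly all actives have a fitted effect of over 35% in size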
PGK inhibitor = T. brucei PGK inhibition; actives 0.043% (n = 380,000); P07378; Potency, µM (series often up to 57.5 µM), without a hit: top-dose activity change, negative = inhibition, most hits filed as inhibitors; PGK/GAPDH coupled, Kinase-Glo luminescence, 60 min; also: % is scaled to controls: 0 for no effect and ±100 for the full control effect; nearly all actives have a fitted effect of over 60% in size
Target sequence (P07378 whole entry, looked up): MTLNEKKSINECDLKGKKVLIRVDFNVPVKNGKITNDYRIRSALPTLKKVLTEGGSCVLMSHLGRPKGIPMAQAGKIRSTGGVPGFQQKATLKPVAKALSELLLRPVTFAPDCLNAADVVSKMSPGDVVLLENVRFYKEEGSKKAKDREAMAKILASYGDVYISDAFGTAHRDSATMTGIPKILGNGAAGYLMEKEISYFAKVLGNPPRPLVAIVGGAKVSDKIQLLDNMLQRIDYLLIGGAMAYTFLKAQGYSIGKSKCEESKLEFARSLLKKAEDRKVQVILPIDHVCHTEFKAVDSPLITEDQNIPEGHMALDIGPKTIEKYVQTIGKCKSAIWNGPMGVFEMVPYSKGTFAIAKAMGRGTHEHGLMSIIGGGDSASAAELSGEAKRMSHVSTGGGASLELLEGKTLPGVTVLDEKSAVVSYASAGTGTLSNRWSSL
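Recombinant glycosomal PGK reaction used 1,3-bisphosphoglycerate generated in-well by GAPDH (100nM final) in 100mM TEA pH 7.6, 5mM MgCl2, 0.01% Tween-20. After 60 minutes at room temperature, ATP was read by Kinase-Glo Plus luminescence end-point.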
Pin1 inh = inhibitors of human Pin1; Q13526; Pin1 FP peptide displacement, HiFluor488, 10 min; actives 0.009% (n = 390,000); Potency, µM (series often up to 115 µM), for inactives: at the highest dose activity, negative = inhibition, actives largely listed as inhibitors; active = well fitted inhibition curve with a large enough effect in the polarisation, with a control signal flat, not every such curve was filed as active; inconclusive = small, poorly fitted or top-dose-only effect, or effect the other way, or a change in a side signal; inactive = no such curve, though single readings can be large or run the other way; the % refers to the polarisation; also: % is scaled to controls: 0 for no effect and ±100 for the full control effect
Target sequence (Q13526 whole entry, looked up): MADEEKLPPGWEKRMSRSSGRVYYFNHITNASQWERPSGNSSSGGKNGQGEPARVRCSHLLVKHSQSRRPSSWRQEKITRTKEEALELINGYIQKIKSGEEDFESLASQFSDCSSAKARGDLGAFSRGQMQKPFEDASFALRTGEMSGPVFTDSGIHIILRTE
JMJD2A Tudor = inhibitors of human JMJD2A Tudor domain | actives 4.4% (n = 390,000) | Potency, µM (series often up to 114 µM), inactives show top-dose activity change, negative = inhibition, actives largely listed as inhibitors | AlphaScreen JMJD2A-Tudor / H3K4me3 peptide binding | AID 504339 | O75164; also: % is scaled to controls: 0 for no effect and ±100 for the full control effect; nearly all actives have a fitted effect of over 50% in size
* hit, by the source's call; [ ] = remark or other dose. Unless noted, calls follow the shape of the dose curve; as a rule, active = well fitted curve in the direction sought with a large enough effect; inconclusive = small, poorly fitted or top-dose-only effect, or another doubt; inactive = no such curve, though single readings can be large; an effect the other way counts as inactive or inconclusive. Potency is read from the fitted curve at half-maximal effect. Only part of the results is shown. The share of hits here may be higher or lower than overall.

Screening Cc1ccc(C(=O)NC(C)c2ccc(-n3ccnc3)cc2)cc1S(=O)(=O)N1CCOCC1 (stereo not given) returned G9a block inconclusive, BAZ2B inh -8.4%, GLS inhibitor -15.4%, Pol iota inh 6.5%, HP1b chromo inh 25.4%, PGK inhibitor inactive, Pin1 inh 4.1% and JMJD2A Tudor -21.4%.
Screening Cc1cnc(NC(=O)c2ccncc2)s1 returned G9a block 50.1µM*, BAZ2B inh -29.2%, GLS inhibitor 6.8%, Pol iota inh 150.5%[activator], HP1b chromo inh 10.9%, BLM helicase inh 0.6%, PGK inhibitor 6.1%, Pin1 inh -2.8% and JMJD2A Tudor 4.5%.
CC(NC(=O)COc1ncnc2cc([N+](=O)[O-])ccc12)c1ccccc1 (stereo not given) was read as G9a block 9.3%[59 µM], BAZ2B inh -10.1%, GLS inhibitor 0.6%, Pol iota inh 65.2%, HP1b chromo inh 18.6%, BLM helicase inh -12.5%, PGK inhibitor -5.0%, Pin1 inh -0.2% and JMJD2A Tudor -17.5%.
CCCn1c(=O)[nH]c(=O)c2c1nc(-c1ccccc1OC(F)F)n2CCOC was read as G9a block -10.5%, BAZ2B inh -0.8%, GLS inhibitor 16.5%, Pol iota inh 15.2%, HP1b chromo inh 15.6%, BLM helicase inh 1.5%, PGK inhibitor 4.9%, Pin1 inh -0.9% and JMJD2A Tudor 4.6%.
`CCN1C(=O)CSC1=Nc1ccc(OC)cc1` gave G9a block 4.7%[0.501 µM], BAZ2B inh 10.0%, GLS inhibitor 6.1%, Pol iota inh 133.0%[activator], HP1b chromo inh 38.0%, BLM helicase inh -7.8%, PGK inhibitor -10.0%, Pin1 inh -7.8% and JMJD2A Tudor -15.0%.
`Cc1ccc(-c2noc(CN3C(C)CCCC3C)n2)cc1` (stereo not given) gave G9a block inconclusive, BAZ2B inh -3.7%, GLS inhibitor 1.1%, Pol iota inh 16.1%, HP1b chromo inh 74.6%[activator], BLM helicase inh -4.4%, PGK inhibitor -1.1%, Pin1 inh 6.8% and JMJD2A Tudor -0.7%.
Screening CS(=O)(=O)N(Cc1ccc(C(=O)NCCSc2ccccn2)cc1)c1ccccc1 returned G9a block 0.9%[59 µM], BAZ2B inh -6.0%, GLS inhibitor -6.8%, Pol iota inh 159.7%[activator], HP1b chromo inh 31.8%, BLM helicase inh 5.9%, PGK inhibitor 5.3%, Pin1 inh -12.2% and JMJD2A Tudor -7.0%.
Cc1ccc(NC(=O)CN2C(=O)N/C(=C/c3ccccc3OCc3cccc(C(=O)O)c3)C2=O)cc1 was read as G9a block 44.7µM*, BAZ2B inh 17.8µM*, GLS inhibitor 0.0%, Pol iota inh 20µM*, HP1b chromo inh inconclusive, BLM helicase inh inconclusive, PGK inhibitor 22.4µM* and JMJD2A Tudor 28.2µM*.
Screening Cc1ccc2c(CC(=O)OCn3nnc4ccccc4c3=O)coc2c1 returned G9a block 26.4%, BAZ2B inh -29.3%, GLS inhibitor 5.6%, Pol iota inh inconclusive, HP1b chromo inh 39.2%, BLM helicase inh -6.7%, PGK inhibitor inactive, Pin1 inh 27.6% and JMJD2A Tudor 5.0%.
For O=C(COC(=O)CNC(=O)C1CCCCC1)Nc1ccc(F)c([N+](=O)[O-])c1 the results were GLS inhibitor 10.2%, Pol iota inh 17.2%, HP1b chromo inh 9.8%, PGK inhibitor 0.7%, Pin1 inh -4.6% and JMJD2A Tudor -16.7%.

The list goes on, starting with the last 2 of the part before.
Screening Cc1ccc2c(CC(=O)OCn3nnc4ccccc4c3=O)coc2c1 returned G9a block 26.4%, BAZ2B inh -29.3%, GLS inhibitor 5.6%, Pol iota inh inconclusive, HP1b chromo inh 39.2%, BLM helicase inh -6.7%, PGK inhibitor inactive, Pin1 inh 27.6% and JMJD2A Tudor 5.0%.
For O=C(COC(=O)CNC(=O)C1CCCCC1)Nc1ccc(F)c([N+](=O)[O-])c1 the results were GLS inhibitor 10.2%, Pol iota inh 17.2%, HP1b chromo inh 9.8%, PGK inhibitor 0.7%, Pin1 inh -4.6% and JMJD2A Tudor -16.7%.
Cc1ccc(CCNC(=O)C2CCN(S(=O)(=O)c3cccc4nsnc34)CC2)cc1 was read as G9a block 19.4%[59 µM], BAZ2B inh -5.7%, GLS inhibitor -21.4%, Pol iota inh 6.9%, HP1b chromo inh 26.4%, BLM helicase inh -13.8%, PGK inhibitor -2.1%, Pin1 inh 0.2% and JMJD2A Tudor -2.8%.
For CS(=O)(=O)Oc1ccc(Br)c2cccnc12 the results were G9a block 13.7%[0.501 µM], BAZ2B inh 2.9%, GLS inhibitor -1.3%, Pol iota inh 29.4%, HP1b chromo inh 28.8%, BLM helicase inh -2.2%, PGK inhibitor -1.1%, Pin1 inh -5.8% and JMJD2A Tudor -0.7%.
`CCOC(=O)/C=c1\s/c(=C\c2ccc(-c3ccccc3)cc2)c(=O)n1CC(=O)NCc1ccc2c(c1)OCO2` gave G9a block -9.4%[59 µM], BAZ2B inh 22.7%, GLS inhibitor 3.6%, Pol iota inh 10.6%, HP1b chromo inh 12.9%, BLM helicase inh -4.8%, PGK inhibitor -3.3%, Pin1 inh inconclusive and JMJD2A Tudor -8.6%.
For O=C(O)c1ccccc1Sc1ccccc1S(=O)(=O)NC1CCCCC1 the results were BAZ2B inh -4.1%, GLS inhibitor 3.2%, Pol iota inh 32.8%[activator], HP1b chromo inh 25.3%, BLM helicase inh 0.2%, PGK inhibitor -3.0%, Pin1 inh 5.2% and JMJD2A Tudor 7.5%.
For COc1cc(NC(=O)c2ccc(NC(=O)N3CCSc4ncccc43)cc2)cc(OC)c1 the results were G9a block inconclusive, BAZ2B inh -28.7%, GLS inhibitor 6.0%, Pol iota inh 27.9%, HP1b chromo inh 10.4%, BLM helicase inh -3.0%, PGK inhibitor -8.4%, Pin1 inh -3.4% and JMJD2A Tudor -20.3%.
Screening CC(=O)Nc1ccccc1C(=O)N1CCN(Cc2ccccc2)CC1 returned G9a block -0.8%[59 µM], BAZ2B inh -1.0%, GLS inhibitor 4.0%, Pol iota inh 20.4%, HP1b chromo inh 25.7%, BLM helicase inh -0.6%, PGK inhibitor inactive, Pin1 inh 4.9% and JMJD2A Tudor -16.2%.
For COc1ccc(CNC(=O)c2cc(S(=O)(=O)N3CCOCC3)cn2C)cc1 the results were G9a block 12.5%, BAZ2B inh inconclusive, GLS inhibitor 0.6%, Pol iota inh 12.8%, HP1b chromo inh 33.6%, BLM helicase inh -1.3%, PGK inhibitor inactive, Pin1 inh 1.9% and JMJD2A Tudor -6.2%.
CCOc1ccccc1NC(=O)NS(=O)(=O)c1ccc(C)cc1 was read as G9a block -37.2%[59 µM], BAZ2B inh -0.2%, GLS inhibitor 17.1%, Pol iota inh 18.0%, HP1b chromo inh 7.4%, BLM helicase inh -2.7%, PGK inhibitor 2.8%, Pin1 inh inconclusive and JMJD2A Tudor -9.2%.
For Cc1cc(NC(=O)c2cnn3cccnc23)nn1CC(=O)Nc1cccnc1 the results were G9a block 1.1%[12.7 µM], BAZ2B inh 9.2%, GLS inhibitor -2.7%, Pol iota inh -3.2%, HP1b chromo inh 23.8%, BLM helicase inh -4.1%, PGK inhibitor -0.6%, Pin1 inh 4.6% and JMJD2A Tudor -7.5%.
For CCN(CC)c1ccc(NC(=O)COCc2cc(-c3ccc4c(c3)OCO4)on2)c(C)c1 the results were G9a block 4.47µM*, BAZ2B inh 22.4µM*, GLS inhibitor 15.5%, Pol iota inh -1.3%, HP1b chromo inh inconclusive, BLM helicase inh -9.6%, PGK inhibitor -7.5%, Pin1 inh 0.6% and JMJD2A Tudor 20µM*.
Screening COc1ccc2cc(CN(Cc3ccco3)Cc3nnnn3C3CCCCC3)c(=O)[nH]c2c1 returned G9a block inconclusive, BAZ2B inh -34.1%, GLS inhibitor -9.2%, Pol iota inh -6.9%, HP1b chromo inh -5.6%, BLM helicase inh -3.0%, Pin1 inh 2.4% and JMJD2A Tudor inconclusive.
O=S(=O)(Nc1ccc(F)cc1Cl)c1ccc(-c2cnc(C3CC3)o2)cc1 was read as G9a block 3.1%, BAZ2B inh -28.0%, GLS inhibitor 3.9%, Pol iota inh 33.2%[activator], HP1b chromo inh 5.5%, BLM helicase inh -2.7%, PGK inhibitor -7.7%, Pin1 inh 7.8% and JMJD2A Tudor -21.4%.
CC1Cn2cc(C(=O)Nc3cccc(C(F)(F)F)c3)c(=O)c3c(Cl)ccc(c32)O1 (stereo not given) was read as G9a block 4.1%[59 µM], BAZ2B inh 2.9%, GLS inhibitor -4.5%, Pol iota inh 22.8%, HP1b chromo inh 27.2%, BLM helicase inh 0.5%, PGK inhibitor -1.2%, Pin1 inh -4.5% and JMJD2A Tudor -3.6%.
Cc1ccc(S(=O)(=O)/N=C(\c2ccccc2)N(C)S(=O)(=O)c2ccccc2)cc1 was read as G9a block 10.5%[59 µM], BAZ2B inh -0.2%, GLS inhibitor -3.8%, Pol iota inh -4.2%, HP1b chromo inh -21.7%, BLM helicase inh -0.1%, PGK inhibitor -1.9%, Pin1 inh -5.4% and JMJD2A Tudor -23.8%[57.1 µM].
`CCn1c(=O)c(=O)[nH]c2cc(C(=O)NC3CC3)ccc21` gave G9a block -7.0%[59 µM], BAZ2B inh 2.1%, GLS inhibitor 14.6%, Pol iota inh 14.7%, HP1b chromo inh 25.9%, BLM helicase inh -1.8%, PGK inhibitor 10.9%, Pin1 inh 5.0% and JMJD2A Tudor -2.8%.
For NC(=S)N/N=C1\CC(n2nnnc2-c2ccccc2Cl)C2COC1O2 (stereo not given) the results were G9a block inconclusive, BAZ2B inh -16.6%, GLS inhibitor -16.6%, Pol iota inh 96.1%[activator], HP1b chromo inh 3.1%, BLM helicase inh -0.2%, PGK inhibitor -1.4%, Pin1 inh -1.6% and JMJD2A Tudor -26.6%.
`Cc1ccc(NC2=NCC(=O)N2C2CCCC2)cc1C` gave G9a block -44.4%, BAZ2B inh -22.0%, GLS inhibitor 0.0%, Pol iota inh -4.7%, HP1b chromo inh 42.7%[activator], BLM helicase inh -6.3%, PGK inhibitor -1.2%, Pin1 inh -2.9% and JMJD2A Tudor -9.1%.
